Screening data from PubChem BioAssay.
Rtt109 HAT inh: blocks Candida albicans Rtt109/Vps75 acetyltransferase activity | Q5AAJ8 | purified Rtt109/Vps75, ThioGlo CoA-SH fluorescence, 4 h | inhibition, % at 34.9 µM | 330,000 tested, 0.16% active | AID 540336;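 active = inhibition of at least 50% in every replicate; inconclusive = best replicate reaches 50% inhibition but some replicates fall short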
SR-BI HDL uptake: blocks mouse SR-BI lipid uptake from DiI-HDL; Q61009; ldlA[mSR-BI] CHO cells, DiI-HDL uptake fluorescence, 3 h; inhibition, % at 12.5 µM; 320,000 tested, 0.96% active;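 active = mean replicate inhibition of at least 70% and a set share of replicates each scoring 70 or more; inconclusive = meets just one of the two criteria; inactive = fails both criteria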;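 also: 0% = median of neutral control wells and 100% = median of positive control wells; values of inactives mirror those of a sister screen read the other way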
Target sequence (Q61009 whole entry, looked up): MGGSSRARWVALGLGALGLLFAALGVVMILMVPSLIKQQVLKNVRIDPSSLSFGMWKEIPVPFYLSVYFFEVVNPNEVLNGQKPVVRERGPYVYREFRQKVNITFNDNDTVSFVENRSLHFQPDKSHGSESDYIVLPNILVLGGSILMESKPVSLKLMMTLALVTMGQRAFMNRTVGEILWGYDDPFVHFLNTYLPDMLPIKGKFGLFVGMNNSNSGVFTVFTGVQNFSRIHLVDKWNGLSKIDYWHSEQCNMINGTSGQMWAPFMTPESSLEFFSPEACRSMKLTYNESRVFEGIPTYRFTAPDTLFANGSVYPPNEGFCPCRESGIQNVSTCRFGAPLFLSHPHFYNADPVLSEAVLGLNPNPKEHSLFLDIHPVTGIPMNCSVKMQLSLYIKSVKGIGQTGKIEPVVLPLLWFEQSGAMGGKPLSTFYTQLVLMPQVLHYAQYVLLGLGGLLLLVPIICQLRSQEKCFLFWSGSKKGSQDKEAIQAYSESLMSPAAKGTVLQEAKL
HTR5A ag ctr: activates human HTR5A in OPRM1-OPRD1 agonist counter-screen; P47898; 340,000 tested, 0.61% active; activation, % at 9.3 µM; HTR5A agonist assay, luminescence, cell-based; in the data active = activation mostly above about 9.5%, no sharp cut-off; inactive = mostly below about 7.6%;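 also: 0% = cells with vehicle only and 100% = reference agonist; strong numbers were not always called active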
CDK5 inh: blocks human CDK5/p35 kinase activity | Q00535+Q15078 | Recombinant CDK5/p35, ADP-Glo luminescence, 60 min | inhibition, % at 10 µM | 330,000 tested, 0.01% active | AID 488839;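 active = highest replicate inhibition of at least 50% and at least 75% of replicates reaching 50%; inconclusive = only one of the two criteria met; inactive = both criteria failed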;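 also: plate controls were DMSO neutral control for no effect and GW8510 at 10 µM for full effect; many of its hits are not listed in these tables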
MITF TRPM1 HTS: increases MITF-driven TRPM1 promoter luciferase signal; SK-MEL-5 TRPM1-promoter luciferase, 24 h; % of positive control, neutral wells = 0; activation, % at 12.5 µM; 300,000 tested, 0.75% active; AID 588334;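 active = mean activation of at least 80% with every replicate also reaching 80%; inconclusive = mean reaches 80% but some replicate falls short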;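 also: 0% = neutral control wells and 100% = parthenolide positive control wells; values of inactives mirror those of a sister screen read the other way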
Wnt act: activators of Wnt/beta-catenin signaling; Wnt/beta-catenin reporter cell assay, activator, plate reader; activation, % at 9.35 µM; 300,000 tested, 1.2% active; in the data active = activation above about 30%, passing the limit was not always enough; inconclusive = no clear call, values can overlap the other calls;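 also: 0% = neutral control wells and 100% = positive control wells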
cardiac RTF act: cardiac RTF calcium sensitization. IANBD-labeled TnC RTF fluorescence at EC20 calcium; 0% EC20 calcium, 100% full calcium. activation, % at 7.2 µM. 340,000 tested, 0.24% active. AID 493008;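 active = activation above the mean over all tested compounds plus 3 SD, cut at about 30% in these data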;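 also: rise in fluorescence read as greater calcium sensitivity of cardiac thin filaments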
dFosB act: enhances mouse delta FosB homodimer DNA binding | P13346 | purified delta FosB, TAMRA-CDK5 oligo fluorescence polarization; percent of positive-control signal above neutral wells | activation, % at 25 µM | 340,000 tested, 0.99% active | AID 493131;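 active = mean activation above about 17%, with every replicate also reaching it, limit read from the data, passing the limit was not always enough; inconclusive = only one of the two conditions met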;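 also: fluorescence polarization rise as delta FosB binds a TAMRA Cdk5 AP-1 oligo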
Target sequence (P13346 whole entry, looked up): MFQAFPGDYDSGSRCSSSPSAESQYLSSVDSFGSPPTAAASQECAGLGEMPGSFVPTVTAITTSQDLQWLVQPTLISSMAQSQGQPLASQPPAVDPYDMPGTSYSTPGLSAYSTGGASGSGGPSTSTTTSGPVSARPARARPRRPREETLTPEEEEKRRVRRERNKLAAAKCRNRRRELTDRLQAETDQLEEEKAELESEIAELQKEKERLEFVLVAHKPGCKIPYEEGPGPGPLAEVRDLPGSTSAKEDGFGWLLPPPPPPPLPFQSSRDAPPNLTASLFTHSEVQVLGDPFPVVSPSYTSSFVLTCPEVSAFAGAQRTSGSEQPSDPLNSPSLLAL
PvdQ acylase: P. aeruginosa PvdQ acylase inhibition | purified PvdQ acylase, fluorescence plate reader | inhibition, % at 10 µM | 340,000 tested, 0.063% active; in the data active = inhibition above about 30%, passing the limit was not always enough; inconclusive = no clear call, values can overlap the other calls;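 also: 0% = vehicle neutral wells and 100% = reference inhibitor wells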
SR-BI uptake up: SR-BI HDL lipid transfer activation; 320,000 tested, 0.096% active; CHO ldlA[mSR-BI] cells, DiI-HDL uptake fluorescence, 3 h; 100 = double the neutral-control signal; activation, % at 12.5 µM; AID 504775;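 active = mean replicate activation of at least 60% and every replicate at or above 60%; inconclusive = mean or all-replicate condition met, but not both; inactive = mean below 60% and not all replicates reaching 60%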;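 also: 0% = median plate neutral-control signal and 100% = twice that signal; values of inactives mirror those of a sister screen read the other way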
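Material – SR-BI-overexpressing, LDLR-lacking CHO cells · Medium – BSA-supplemented, HEPES-buffered Ham's F12, pH 7.4 · Doses – single concentration · Times – compound with DiI-HDL co-incubation, 3 h at 37 °C · Measured by – bottom-read fluorescence, 550/595 nm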
* hit, by the source's call; ? = inconclusive; . = not tested or not shown.

SMILES	Rtt109 HAT inh	SR-BI HDL uptake	HTR5A ag ctr	CDK5 inh	MITF TRPM1 HTS	Wnt act	cardiac RTF act	dFosB act	PvdQ acylase	SR-BI uptake up
O=C(Cn1nnc(-c2ccc(Cl)cc2)n1)NC1CCN(Cc2ccccc2)CC1	0.6	46.6	1.9	-1.2	-9.1	.	-12.5	-3.5	7.0	-46.6
COC(=O)c1c(-n2cnnn2)sc(C)c1C	1.1	1.3	12.0*	-1.0	9.2	.	-3.7	-1.3	6.5	-1.3
CC(C)Oc1cccc(C(=O)C2CCCN(Cc3cnc(N4CCOCC4)s3)C2)c1 (stereo not given)	-7.1	-12.9	3.0	-0.5	-20.2	-3.0	1.2	1.4	-6.4	12.9
O=C(Nc1nccs1)c1ccc(Cl)s1	-5.0	-2.6	2.5	-0.4	41.3	14.0	1.4	-11.0	7.2	2.6
Cc1cc(/C=C2/C(=N)N3C(=NC2=O)SN=C3S(C)(=O)=O)c(C)n1-c1ccccc1	10.3	2.2	-1.1	1.1	53.5	?	-6.2	-6.6	-0.2	-2.2
COc1ccccc1N1CCN(S(=O)(=O)CCNC(=O)c2ccc(OC(C)C)cc2)CC1	-8.1	32.5	3.0	1.3	-16.6	7.1	-2.5	-2.6	-11.6	-32.5
CNC(=O)CCN(Cc1ccco1)S(=O)(=O)c1ccc(OC)c(OC)c1	-6.8	-24.4	-5.3	-0.3	-0.6	-2.1	2.4	-7.1	7.6	24.4
CCOC(=O)C1CCN(C(=O)Cc2c(C(=O)O)n(CC)c3ccccc23)CC1	11.3	-1.2	-2.6	-2.0	-12.1	.	4.4	-1.9	2.3	1.2
CCc1nnc(NC(=O)c2nc3nc(C)cc(C)n3n2)s1	4.5	-23.5	-1.2	0.3	-11.3	.	-3.9	-3.8	-16.1	23.5
C#CCOCCOCCOCCNc1nc(N2CCN(C(=O)[C@H]([C@@H](C)CC)n3cc(CCCCN)nn3)CC2)nc(N2CCN(C(=O)[C@H](CCCCN)n3cc(CC(C)O)nn3)CC2)n1 (stereo not given in full)	1.3	-16.9	-1.2	-0.3	-4.1	-1.1	3.7	3.6	-9.5	16.9
O=C1CN(C(=O)c2ccc(Cl)c([N+](=O)[O-])c2)c2ccccc2N1	0.5	18.8	1.0	0.1	6.7	14.6	-3.1	0.1	3.6	-18.8
CCC(=O)Nc1nnc(C(C)(C)C)s1	-0.2	-0.9	-1.8	-6.6	2.5	.	-4.7	5.8	-23.4	0.9

The last four records of the section above are carried over, then new ones follow:
SMILES	Rtt109 HAT inh	SR-BI HDL uptake	HTR5A ag ctr	CDK5 inh	MITF TRPM1 HTS	Wnt act	cardiac RTF act	dFosB act	PvdQ acylase	SR-BI uptake up
CCc1nnc(NC(=O)c2nc3nc(C)cc(C)n3n2)s1	4.5	-23.5	-1.2	0.3	-11.3	.	-3.9	-3.8	-16.1	23.5
C#CCOCCOCCOCCNc1nc(N2CCN(C(=O)[C@H]([C@@H](C)CC)n3cc(CCCCN)nn3)CC2)nc(N2CCN(C(=O)[C@H](CCCCN)n3cc(CC(C)O)nn3)CC2)n1 (stereo not given in full)	1.3	-16.9	-1.2	-0.3	-4.1	-1.1	3.7	3.6	-9.5	16.9
O=C1CN(C(=O)c2ccc(Cl)c([N+](=O)[O-])c2)c2ccccc2N1	0.5	18.8	1.0	0.1	6.7	14.6	-3.1	0.1	3.6	-18.8
CCC(=O)Nc1nnc(C(C)(C)C)s1	-0.2	-0.9	-1.8	-6.6	2.5	.	-4.7	5.8	-23.4	0.9
O=C(Nc1ccc(O)c(-c2nc3ccccc3s2)c1)c1cc(=O)c2ccccc2o1	56.0*	12.9	-0.3	0.6	-5.8	-2.5	2.6	-0.1	2.5	-12.9
CCC(C)N(C)C1CCN(C(=S)Nc2cccc(SC)c2)CC1 (stereo not given)	13.2	-2.6	1.7	-2.5	-2.1	9.8	5.3	8.0	-0.2	2.6
O=C(CNC(=O)COc1ccccc1)NCc1ccccc1F	-3.5	-19.5	-0.9	0.0	15.6	4.5	-2.2	1.4	2.3	19.5
CCCCNc1c(-c2ccc(OC)c(SC3CCCCC3)c2)nc2cc(C)ccn12	-8.7	33.3	0.4	-1.0	3.0	-3.4	-0.1	9.1	3.6	-33.3
O=C(COC(=O)CC1CCCC1)Nc1ccc(Cl)cc1	1.3	-18.4	8.1	2.9	-1.1	-1.5	-3.8	-2.4	-5.4	18.4
O=C1CC(c2ccncc2)c2cc3c(cc2N1)OCCO3 (stereo not given)	-7.1	.	8.2	-0.1	-20.3	2.6	-0.3	4.1	-11.8	.
COc1ccc(NC(=O)CN2c3cccc4cccc(c34)S2(=O)=O)cc1	-2.2	12.0	3.0	1.2	0.3	.	3.3	-4.9	-12.9	-12.0
COC(=O)C1=C(C)N(C)C(=O)NC1c1cc(Cl)cc(Cl)c1OC (stereo not given)	-1.3	27.1	-0.8	-1.2	-4.0	.	-6.9	-2.7	6.1	-27.1
CCOc1ccc(NC(=O)Nc2nc(SCC)ns2)cc1	-2.1	5.5	18.4*	-1.2	7.8	1.3	9.9	-7.0	-14.2	-5.5
O=C(N/N=C/c1cccc([N+](=O)[O-])c1)c1cc(-c2ccc3c(c2)OCO3)n[nH]1	-3.9	-3.1	-5.2	-0.3	.	0.3	0.5	-6.3	-11.8	3.1
CCCc1cc(=O)[nH]c(SCC(=O)NC2CCCCC2)n1	8.9	-8.5	4.6	-0.5	5.6	0.7	-4.7	-0.1	-9.0	8.5
NC(=O)C1(Nc2ccc(Br)cc2)CCCC1	-0.3	-14.4	1.9	1.1	-4.5	-3.5	0.8	0.3	7.3	14.4
CCCNC(=O)Nc1cc(C)on1	20.1	-4.0	2.9	2.1	.	1.2	-9.0	-0.1	0.8	4.0
Cc1ccc(CNC(=O)CN(C)S(=O)(=O)c2cccc3nsnc23)cc1	-0.9	1.1	6.1	1.1	-5.1	.	-1.8	0.5	3.6	-1.1
COc1ccc(NC(=O)CCn2cccc2)c(OC)c1	.	5.2	0.1	0.7	3.2	-0.5	-1.0	-2.2	13.5	-5.2
COc1ccc(-c2nnc(SCCC(=O)O)n2C)cc1OC	-10.9	-24.5	1.5	0.2	.	-2.1	-3.1	0.6	-11.1	24.5
O=C(Cn1ncc2c(=O)oc3ccccc3c21)N1CCN(c2ccccn2)CC1	-5.3	-20.5	0.1	-0.2	-13.1	-4.7	3.2	-5.3	-12.3	20.5
CCN1CCN(c2ccc(NC(=O)c3ccc(Cl)c(N4CCCC4=O)c3)cc2)CC1	-10.1	58.6	-6.9	1.6	11.8	0.0	1.7	-7.9	-10.1	-58.6
CCCCC1=NN(C(=O)c2ccco2)C(O)(C(F)(F)F)C1 (stereo not given)	-22.6	-3.8	2.1	-4.5	-23.6	0.0	9.0	-14.2	-31.1	3.8
CC(C)(C)N1C(=O)c2ccc(C(=O)Nc3ccc(O)cc3)cc2C1=O	-8.1	-10.4	3.6	0.8	.	48.3*	-4.9	-9.8	-18.1	10.4
C=CCn1c2ccccc2c2nnc(SCC(N)=O)nc21	-7.1	-14.2	0.6	0.5	-9.5	-1.1	-2.0	-11.3	-8.0	14.2
CCOc1ccc(N2C(=O)Nc3ccccc3C2(O)C(=O)NCc2ccc(OC)cc2)cc1 (stereo not given)	-16.9	22.5	1.1	-4.5	-3.0	-1.2	8.6	-3.6	-26.1	-22.5
CCOC(=O)c1ccc(C(=S)N2CCCC2)cc1	6.1	5.3	-3.0	0.2	9.4	1.4	-0.7	1.8	7.8	-5.3
COc1ccc(N2CCN(C(=O)CC(C)S(=O)(=O)c3ccc4c(c3)NC(=O)CO4)CC2)cc1 (stereo not given)	8.9	-11.2	0.8	0.2	-10.4	-2.8	-2.0	2.2	-8.8	11.2
CN(CC(=O)Nc1cccc(F)c1)C(=O)c1ccc(-c2ccc(Cl)cc2)o1	2.2	15.0	-3.0	0.2	25.5	0.7	-4.0	-7.2	2.8	.
CC(=O)c1ccc(NC(=S)NN2C(C)CCCC2C)cc1 (stereo not given)	11.4	-6.8	3.8	-0.1	-0.5	-0.3	3.1	-0.9	6.6	6.8
Cc1cccc(S(=O)(=O)Nc2ccc(-c3ccc4nncn4n3)cc2)c1	-9.3	11.4	3.0	-1.3	-4.1	-0.3	-1.9	-6.4	-9.2	-11.4
CN(Cc1nccn1C)C(=O)C1CCC(=O)N(CCc2ccc(Cl)cc2)C1 (stereo not given)	0.7	-5.0	-0.4	-0.4	5.2	2.5	1.5	-6.4	-16.7	5.0
Cc1ccc(-n2nc3c(c2NC(=O)c2cccs2)CS(=O)(=O)C3)c(C)c1	0.7	-22.0	-0.2	0.3	1.9	2.2	-2.7	-4.2	-2.6	22.0
COc1ccc(N(CCC#N)S(=O)(=O)c2cccc3nsnc23)cc1	7.4	42.9	0.9	1.8	5.2	.	-4.0	0.1	-1.0	-42.9
c1ccc(CNc2c3c(nc4ncnn24)CCC3)cc1	5.2	-33.8	-3.8	3.0	-12.2	-2.1	-0.4	-6.2	-9.4	33.8
CCOC(=O)C1CCN(C(=S)Nc2ccc(S(N)(=O)=O)cc2)CC1	10.3	-16.0	2.5	2.5	-6.0	-1.5	1.6	-2.8	10.4	16.0
CCN1CCN(C(CNS(=O)(=O)c2ccc(Br)cc2)c2cccnc2)CC1 (stereo not given)	-0.9	-13.1	12.5*	-1.4	-0.4	0.4	-0.8	-6.6	-13.1	13.1
CCN(CC)S(=O)(=O)c1cccc(C(=O)N/N=C/c2cccc(O)c2O)c1	-3.9	59.9	6.3	-0.1	-12.5	2.1	0.1	-0.3	3.3	-59.9
O=C(NCCN1CCOCC1)C(Sc1ccccc1)c1ccccc1 (stereo not given)	8.6	-0.8	1.4	0.5	.	2.2	-0.7	-6.6	-12.6	0.8
CCc1ccccc1NC(=O)c1cc(-c2ccc(OC)cc2)on1	1.2	-6.8	4.6	-0.6	36.4	-0.2	-4.2	3.4	-5.3	6.8
CC(C)(C)SCCNS(=O)(=O)c1ccc(C#N)cc1	-8.1	3.0	0.8	-0.4	3.5	1.7	0.2	3.6	-12.2	-3.0
CN(C)c1ncnc2c1ncn2-c1ccccc1	-7.6	-2.2	-1.7	1.2	26.1	3.8	2.6	-2.4	1.7	2.2
CC(C)(C)NC(=O)c1ccccc1-c1nc(-c2ccccc2Cl)no1	3.8	2.5	5.5	-0.9	-3.7	.	-0.7	-8.2	-15.2	-2.5
Cc1ccccc1CNc1nnnn1C	-0.8	-1.6	-0.1	2.3	4.3	0.0	3.0	-0.8	-16.6	1.6
CC1CCc2cc(F)ccc2N1C(=O)c1cnc2sccn2c1=O (stereo not given)	7.1	-7.6	-5.3	-0.1	9.8	3.5	0.6	0.9	-7.1	7.6
COC(=O)C(C)N(C(=O)c1ccc(C(=O)c2ccccc2)cc1)c1c(C)cccc1C (stereo not given)	16.3	11.4	-0.2	0.1	7.0	.	2.5	-9.2	-18.1	-11.4
COc1ccc(S(=O)(=O)CCC(=O)N2CCN(c3ccc(C(C)=O)cc3)CC2)cc1	-0.5	-4.4	-0.1	-2.9	8.1	0.3	2.6	-2.2	-6.2	4.4
